Screening results as filed in PubChem.
GPR55 beta-arrestin: GPR55 agonists via beta-arrestin recruitment, primary screen, imaging, U2OS cells, beta-arrestin-GFP redistribution (AID 1961) | U2OS GPR55 beta-arrestin-GFP redistribution imaging; higher % means a stronger effect | G-protein coupled receptor 55 (Homo sapiens) | activation, % at 10 µM; hits with a dose series show EC50 in µM | 290,000 tested, 0.048% active;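 active = activation above 40% with more than 50 cells counted in the well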;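 also: U2OS osteosarcoma cells stably expressing GPR55 and beta-arrestin-GFP; plate controls were DMSO negative control for no effect and LPI positive control for full effect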
T cell modulator: modulators of CD8 T cell-vesicle binding, primary screen, mouse 2C CD8+ T cells, flow cytometry | 2C CD8+ T cell-vesicle binding; stronger effect = lower value | 330,000 tested, 0.068% active | calls only at 7 µM;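 active = response, share of CD8 T cells binding vesicles, and their 90th percentile fluorescence all below set limits, cut at about 80% in these data, passing the limit was not always enough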
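Assay system: 2C TCR transgenic mouse naive CD8+ T cells, MACS-purified | Read-out: CD8+ gate FL2 mean fluorescence as % of same-row positive control | Signal: High-throughput flow cytometry with anti-B7-1 and anti-CD8 staining | Timing: Binding step 1.5 h, 37 °C, antibody labelling 20 min, ice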
GPR55 LPI antagonism: GPR55 antagonists blocking LPI-driven arrestin recruitment, primary screen, imaging, U2OS, beta-arrestin-GFP, LPI agonist (AID 2013); U2OS GPR55 beta-arrestin-GFP translocation imaging, LPI antagonism; higher % means a stronger effect; 290,000 tested, 0.13% active; inhibition, % at 10 µM; hits with a dose series show IC50 in µM;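 active = spots per cell inhibited over 60%, with over 100 cells counted and total cytoplasm intensity under 500,000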;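 also: U2OS cells stably carrying GPR55 and arrestin-GFP stimulated by 5 µM LPI near EC80; imaged beta-arrestin-GFP aggregate spots per cell after agonist stimulation; plate controls were LPI-stimulated DMSO wells for no effect and DMSO wells without LPI for full effect; some results filed as inactive read as strong as hits; confirmed hits need IC50 under 10 µM and bright autofluorescent wells are also inconclusive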
KOR beta-arrestin-1: KOR agonists, beta-arrestin recruitment, primary screen, cell-based, luminescence, uHTS (AID 1777); Kappa-type opioid receptor (Homo sapiens); KOR beta-arrestin recruitment, luminescence; higher % means a stronger effect; activation, % at 10 µM, or EC50 in µM where a hit was titrated; 280,000 tested, 0.02% active; in the data active = activation above about 50%, passing the limit was not always enough; also: a part of the inactive calls stands beside numbers as strong as those of hits
Myeloid diff 2: induction of myeloid progenitor differentiation, primary screen, cell-based, flow cytometry, MLPCN library; ER-HoxA9 myeloid progenitors, lysozyme-GFP differentiation; calls only at 10 µM; 360,000 tested, 1% active; AID 624256, 2012;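 active = normalized GFP-positive differentiation at or above the plate's own cutoff, the solvent-only control mean plus 3 SD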;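 also: cells exposed to compound for four days before flow analysis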
NTR1 agonist: agonists of NTR1, primary screen, imaging, U2OS cells, beta-arrestin-GFP, high content (AID 493036). Neurotensin receptor type 1 (Homo sapiens), P30989. activation, % at 20 µM. NTR1-U2OS beta-arrestin-GFP spot imaging, agonist mode. 330,000 tested, 0.17% active;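 active = activation at or above 40% of the spot to cytoplasm intensity ratio, with at least 20 cells analyzed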;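 also: 0% = DMSO without peptide and 100% = 100 nM NTR1 peptide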
Target sequence (P30989 whole entry, looked up): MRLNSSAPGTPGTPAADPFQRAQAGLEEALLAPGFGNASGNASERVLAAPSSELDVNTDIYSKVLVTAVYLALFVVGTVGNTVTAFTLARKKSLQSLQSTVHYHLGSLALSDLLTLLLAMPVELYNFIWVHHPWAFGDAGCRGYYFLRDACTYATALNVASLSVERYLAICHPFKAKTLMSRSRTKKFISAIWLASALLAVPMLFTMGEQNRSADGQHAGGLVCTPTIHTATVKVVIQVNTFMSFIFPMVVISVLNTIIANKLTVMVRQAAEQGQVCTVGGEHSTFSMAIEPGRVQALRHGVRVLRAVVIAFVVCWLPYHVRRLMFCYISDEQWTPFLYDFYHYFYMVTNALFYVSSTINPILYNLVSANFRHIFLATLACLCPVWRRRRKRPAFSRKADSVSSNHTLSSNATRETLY
NOD1 inhibition: NOD1 signaling inhibitors, primary screen, cell-based, luminescence, uHTS (AID 1578); 290,000 tested, 1% active; inhibition, % at 4 µM, or EC50 in µM where a hit was titrated; NOD1-driven NF-kB luciferase reporter cells, luminescence; higher % means a stronger effect; in the data active = inhibition mostly above about 36%, no sharp cut-off; inactive = mostly below about 34%;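 also: HEK-293T reporter cells stimulated with the NOD1 agonist gamma-tri-DAP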
KOR beta-arrestin-2: KOR antagonists, beta-arrestin recruitment, cell-based, luminescence, uHTS (AID 1778). Kappa-type opioid receptor (Homo sapiens). KOR beta-arrestin recruitment, luminescence, antagonist mode; higher % means a stronger effect. inhibition, % at 10 µM; hits with a dose series show IC50 in µM. 290,000 tested, 0.091% active; also: strong numbers were not always called active
HEK293 NOD2/NF-kB: NOD2 signaling inhibitors, cell-based, luminescence, uHTS, HEK293 (AID 1566); HEK293 NOD2/NF-kB luciferase reporter, luminescence; higher % means a stronger effect; inhibition, % at 4 µM, or EC50 in µM where a hit was titrated; 290,000 tested, 0.63% active; also: many of its hits are not listed in these tables
T cell modulator vesicle-bound %: recorded beside T cell modulator, whose call it bears; double positive events, %; measured here: CD8+ vesicle-bound cell fraction;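 binding gate set so that unloaded-vesicle control wells show 10% double positive cells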
NTR1 agonist cell count 20 µM: recorded beside NTR1 agonist, whose call it bears; cell count; measured here: cell count, cytotoxicity flag
Myeloid diff 2 GFP+ MAC1+ %: second read-out of Myeloid diff 2, no call of its own (marks repeat the call); GFP+ MAC1+ double positive, %; measured here: differentiation confirmed by MAC1 staining
Starred values were filed as active, the others as inactive; i = inactive; nt = not tested or not shown; + = active, no number; [ ] = another dose, or the depositor's remark. Rule as the data show it, unless noted: active = inhibition above about 50%; inactive = the rest. This is a subset (hit frequency here may not be typical).

SMILES | GPR55 beta-arrestin | T cell modulator | T cell modulator vesicle-bound % | GPR55 LPI antagonism | KOR beta-arrestin-1 | Myeloid diff 2 | Myeloid diff 2 GFP+ MAC1+ % | NTR1 agonist | NTR1 agonist cell count 20 µM | NOD1 inhibition | KOR beta-arrestin-2 | HEK293 NOD2/NF-kB
O=C(O)CCC(=O)NNC(=O)COc1ccc2ccccc2c1Br | -0.1% | i | 44 | 4% | 4.5% | i | 0.1 | 0.4 | 56 | -30% | -45%[20 µM] | 5%
CCOc1ccc(NC(=S)Nc2ccc(OCc3ccccc3)cc2)cc1 | 0.0% | i | 12 | -7% | 23% | i | 1.3 | 0.0 | 73 | 4% | 1% | -23%
NC(=O)C1CCN(C(=O)Cc2ccsc2)CC1 | 0.0% | i | 62 | -11% | -3.3% | i | 1.2 | -0.8 | 68 | -28% | 12% | 2%
CCC(=O)Nc1c(C(=O)N2CCN(c3ccccn3)CC2)cnn1-c1ccc(Cl)cc1 | 0.1% | i | 29 | 9% | 9.9% | i | 1.0 | -0.4 | 40 | -17% | -20% | 10%
CCOc1ncccc1C(=O)N(CC)CC(=O)Nc1ccc(NC(C)=O)cc1 | -0.3% | i | 0 | 4% | -0.6% | i | 1.2 | 2.3 | 44 | -15% | -1% | 14%
COc1ccc(C(=O)N2CCC(n3nnc4cc(F)ccc43)CC2)cc1OC | 0.5% | i | 60 | -2% | -3.0% | i | 0.5 | 4.4 | 92 | -24% | -37%[20 µM] | 21%
O=C(COC(=O)CCC1CCCC1)Nc1ccccc1Sc1ccccc1 | -0.2% | i | 31 | 11% | 0.0% | i | 0.9 | -1.2 | 100 | -40% | 3% | -9%
COc1ccccc1C(=O)Nc1cc(Cl)ccc1-n1cncn1 | -0.1% | i | 12 | -13% | 0.0% | i | 2.0 | -0.7 | 39 | -10% | -44% | 13%
O=C(N/N=C/c1ccc(O)cc1)c1[nH]c2ccc(Br)cc2c1-c1ccccc1 | 0.3% | i | 39 | 6% | 10% | nt | nt | 13 | 83 | -19% | -88% | -3%
CCc1ccc(-n2nnnc2SCC(=O)Nc2ccc(NC(C)=O)cc2)cc1 | -0.2% | i | 38 | -10% | -1.9% | i | 0.4 | 0.3 | 53 | -4% | -55%[20 µM] | 27%
O=C(c1ccccc1)N1CCN(C(=O)c2ccccc2Br)CC1 | 0.3% | i | 23 | 13% | -3.0% | i | 1.0 | 2.8 | 70 | -1% | 18% | 23%
COc1ccc(C2CC(c3ccccc3)=NN2C(=O)CN2CCN(Cc3ccccc3)CC2)cc1 (configuration not stated) | 0.5% | i | 19 | 19% | 0.4% | i | 0.0 | 2.7 | 40 | -41% | -20% | 7%
CN(CCC1CCOCC1)C(=O)CC1C(=O)NCCN1C/C=C/c1ccccc1 (configuration not stated) | -0.2% | i | 4 | -2% | 0.2% | i | 0.6 | 0.1 | 42 | -50% | 8% | -4%
C=CCn1c(O)c(N=NC(=S)Nc2cccc(OC)c2)c2ccccc21 | -0.1% | i | 16 | 21% | -2.5% | i | 0.8 | 4.0 | 55 | nt | 52%* | nt
CC(=O)c1ccc(NC(=O)NNS(=O)(=O)c2ccc(F)cc2)cc1 | -0.1% | i | 67 | 15% | 7.1% | i | 1.7 | -0.2 | 69 | -17% | 18% | 12%
O=C(CSc1n[nH]c(-c2ccncc2)n1)Nc1ccc(Cl)cc1 | -0.2% | i | 8 | -4% | -0.3% | i | 6.2 | -0.3 | 48 | -35% | 0% | -7%
O=C(Nc1ccc(Nc2ccncc2)cc1)c1ccc(Nc2ccnc3ccc([N+](=O)[O-])cc23)cc1[N+](=O)[O-] | -0.2% | i | 55 | -5% | nt | i | 0.2 | nt | nt | -7% | 8% | 0%
Cn1cccc1C(=O)N1CCc2ccccc2C1 | -0.1% | i | 11 | -1% | 2.3% | nt | nt | 0.5 | 55 | -33% | -10% | -1%
COc1cc(NS(=O)(=O)c2ccc(N=Cc3c(C)[nH]n(-c4ccccc4)c3=O)cc2)nc(OC)n1 | -0.3% | i | 40 | 0% | -2.7% | i | 6.7 | -1.0 | 44 | -15% | 10% | 15%
Cc1cccc(-n2c(SCN3C(=O)c4ccccc4C3=O)nc3ccccc3c2=O)c1 | -0.2% | nt | nt | 6% | -4.6% | nt | nt | nt | nt | -8% | -5% | 18%
O=C(NCc1ccccn1)C1CCN(Cc2cnn(-c3ccccc3)c2-n2cccc2)CC1 | -0.1% | i | 33 | 14% | -0.8% | i | 1.1 | -0.7 | 65 | 40% | -12% | 11%
c1ccc(-c2csc3nnc(SCc4ccc5c(c4)OCCO5)n23)cc1 | 0.5% | i | 62 | 12% | 10% | i | 2.1 | 0.9 | 63 | -11% | -1% | 34%
CC1CCN(C(=O)c2ccc(Br)c(S(=O)(=O)N3CCOCC3)c2)CC1 | 0.2% | i | 41 | 18% | 0.4% | i | 1.2 | 0.9 | 46 | -15% | 0% | 1%
CC(C)(C)c1ccc(C(CC(=O)O)NC(=O)Cc2ccccc2)cc1 (configuration not stated) | -0.3% | i | 54 | -8% | 0.7% | i | 0.5 | -0.4 | 73 | -4% | 9% | 25%
Cc1cc(C)n(CC(O)COc2ccc(Cl)cc2Cl)n1 (configuration not stated) | -0.1% | i | 38 | 9% | -1.8% | i | 0.2 | 1.7 | 61 | -44% | -46%[20 µM] | -11%

Entries of single compounds as entered above:
CCC(=O)Nc1c(C(=O)N2CCN(c3ccccn3)CC2)cnn1-c1ccc(Cl)cc1 is listed as GPR55 beta-arrestin = 0.1%; T cell modulator = i; T cell modulator vesicle-bound % = 29; GPR55 LPI antagonism = 9%; KOR beta-arrestin-1 = 9.9%; Myeloid diff 2 = i; Myeloid diff 2 GFP+ MAC1+ % = 1.0; NTR1 agonist = -0.4; NTR1 agonist cell count 20 µM = 40; NOD1 inhibition = -17%; KOR beta-arrestin-2 = -20%; HEK293 NOD2/NF-kB = 10%
CC(=O)c1ccc(NC(=O)NNS(=O)(=O)c2ccc(F)cc2)cc1 is listed as GPR55 beta-arrestin = -0.1%; T cell modulator = i; T cell modulator vesicle-bound % = 67; GPR55 LPI antagonism = 15%; KOR beta-arrestin-1 = 7.1%; Myeloid diff 2 = i; Myeloid diff 2 GFP+ MAC1+ % = 1.7; NTR1 agonist = -0.2; NTR1 agonist cell count 20 µM = 69; NOD1 inhibition = -17%; KOR beta-arrestin-2 = 18%; HEK293 NOD2/NF-kB = 12%

The list continues.
SMILES | GPR55 beta-arrestin | T cell modulator | T cell modulator vesicle-bound % | GPR55 LPI antagonism | KOR beta-arrestin-1 | Myeloid diff 2 | Myeloid diff 2 GFP+ MAC1+ % | NTR1 agonist | NTR1 agonist cell count 20 µM | NOD1 inhibition | KOR beta-arrestin-2 | HEK293 NOD2/NF-kB
Cc1cc(C)n(-c2nc3ccccc3nc2N2CCN(S(=O)(=O)c3cccc(C#N)c3)CC2)n1 | -0.2% | i | 18 | 3% | 2.6% | i | 0.2 | -0.6 | 33 | -9% | -30% | -13%
Cc1cc(C)n2cc(COc3ccc4ccccc4c3)nc2n1 | 0.0% | i | 37 | -3% | 0.5% | i | 0.8 | -0.8 | 64 | -81% | -26% | -119%
CCC(O)c1cc2c(cc1NC(=O)c1cccs1)OCCO2 (configuration not stated) | 0.2% | i | 5 | 15% | -2.6% | i | 1.5 | -2.1 | 70 | -27% | 24% | 5%
O=C1CNC(=O)/C1=C\N1CCN(C(c2ccccc2)c2ccccc2)CC1 | -0.2% | i | 51 | 2% | -0.6% | i | 1.1 | -0.3 | 42 | -6% | 5% | -9%
COc1ccc(Nc2nnc(SCC(=O)NC(=O)Nc3ccc4c(c3)OCCO4)s2)cc1 | -0.1% | i | 40 | 0% | -1.7% | i | 0.5 | 1.3 | 64 | -36% | -17%[20 µM] | -48%
CC(=O)N1CCOCCOCCN(C(C)=O)CCOCCOCC1 | -0.1% | i | 60 | 1% | nt | i | 0.4 | -0.1 | 101 | -1% | -8%[20 µM] | 6%
CCOc1ccc(N2C(=O)C3C(c4ccc(OC)cc4OC)NC(CCSC)(C(=O)OC)C3C2=O)cc1 (configuration not stated) | 0.5% | i | 43 | 0% | -4.4% | i | 0.7 | -0.7 | 7 | -1% | -10%[20 µM] | 12%
CCSc1ccc(C(=O)NCC(=O)O)cc1 | 0.5% | i | 30 | 3% | -1.3% | i | 0.8 | 3.3 | 38 | -4% | 1% | 6%
COc1ccc(-n2c(C)nn(CC3CC3)c2=O)cc1 | -0.2% | nt | nt | 13% | 2.8% | i | 0.1 | nt | nt | -36% | -22% | -21%
Cc1ccc(S(=O)(=O)N(CC(=O)N2CCOCC2)c2ccc(C(C)C)cc2)cc1 | 0.4% | i | 30 | 2% | 8.3% | i | 0.5 | 0.1 | 63 | 16% | -16% | 13%
c1ccc(C2=Nn3c(Cn4nnc5ccccc54)nnc3SC2)cc1 | -0.1% | i | 57 | 9% | -2.4% | i | 0.4 | 0.0 | 54 | 5% | 17% | 1%
CCOC(=O)CNC(=O)CSc1nnc(COc2ccc(Cl)cc2)n1CC | -0.2% | i | 43 | 14% | -4.0% | i | 0.4 | 0.4 | 62 | -4% | -14% | 1%
COc1ccccc1Nc1ncc(-c2cccs2)s1 | 0.2% | i | 16 | 1% | 3.4% | i | 0.7 | 0.6 | 37 | -67% | -24% | -100%
O=C(O)CCCCCNS(=O)(=O)c1ccc2c(c1)OCCO2 | -0.1% | i | 52 | 7% | -5.4% | i | 0.4 | -1.6 | 45 | -14% | 1% | 10%
CC(CCc1ccccc1)NC(=O)[C@@H]1Cc2ccccc2CN1 (some centres not stated) | -0.2% | i | 33 | -2% | 3.8% | i | 0.5 | -1.3 | 83 | -6% | -19% | 3%
O=C(OCCN=C1NS(=O)(=O)c2ccccc21)c1ccccc1F | -0.1% | i | 18 | 11% | 0.6% | i | 2.4 | 0.9 | 52 | 32% | -9% | 1%
O=C(CN1CC(=O)Nc2ccccc21)Nc1ccc(F)c(F)c1 | -0.4% | i | 39 | 0% | -0.2% | i | 0.5 | -1.3 | 54 | -23% | 1% | 0%
CCN(CC)c1nc2ccccc2nc1C(C#N)C(=O)NCCCOC (configuration not stated) | -0.1% | i | 41 | -8% | -0.3% | + | 0.8* | 3.1 | 41 | -15% | -13% | 12%
